Granule exo inh: blocks lytic granule exocytosis. 0.66% of 360,000 active. inhibition, % at 10 µM. TALL-104 LAMP-1 surface exposure, flow cytometry; cells stimulated with thapsigargin and PMA. AID 651702;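 active = inhibition above about 55%, limit read from the data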
Glyco luc inh: blocks N-linked glycosylation in D54 reporter cells; D54 ERlucT glycosylation luciferase reporter, 24 h; percent of 100 nM tunicamycin response; 0.23% of 360,000 active; AID 588692; reporter increase, % at 12.5 µM;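 active = mean luciferase reporter signal, scaled so untreated is 0 and the glycosylation-blocking control 100, at or above a set limit in every replicate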;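 note: luciferase carries N-glycosylation sites so blocking glycosylation raises the light; 0% = median of neutral control wells and 100% = median of 100 nM tunicamycin wells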
Cardio protect: modulators protecting cardiomyocytes from myocardial damage; AID 588492; protection from H2O2 cell death, % at 20 µM; H9c2 cardiomyocytes, H2O2 injury protection, ATPLite, 2 h; 0.63% of 360,000 active;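 active = compounds giving at least 50% protection of heart cells from peroxide-induced death in the single-dose screen, raw or plate-pattern-corrected value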;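 note: 0% = DMSO wells with peroxide and 100% = DMSO wells without peroxide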
ABCB6 inh MLPCN: inhibitors of human ABC transporter ABCB6; Q9NP58; 0.19% of 360,000 active; fluorescence ratio to DMSO, % at 10 µM; K562-ABCB6 porphyrin accumulation, flow cytometry, 1 h; active compounds read low;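 active = fluorescence ratio to DMSO below 75%, the collection mean minus 3 SD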;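 note: signal is porphyrin accumulated inside mitochondria; 100% equals median channel fluorescence of DMSO control wells; lower ratio means ABCB6 inhibition with less porphyrin fluorescence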
Target sequence (Q9NP58 whole entry, looked up): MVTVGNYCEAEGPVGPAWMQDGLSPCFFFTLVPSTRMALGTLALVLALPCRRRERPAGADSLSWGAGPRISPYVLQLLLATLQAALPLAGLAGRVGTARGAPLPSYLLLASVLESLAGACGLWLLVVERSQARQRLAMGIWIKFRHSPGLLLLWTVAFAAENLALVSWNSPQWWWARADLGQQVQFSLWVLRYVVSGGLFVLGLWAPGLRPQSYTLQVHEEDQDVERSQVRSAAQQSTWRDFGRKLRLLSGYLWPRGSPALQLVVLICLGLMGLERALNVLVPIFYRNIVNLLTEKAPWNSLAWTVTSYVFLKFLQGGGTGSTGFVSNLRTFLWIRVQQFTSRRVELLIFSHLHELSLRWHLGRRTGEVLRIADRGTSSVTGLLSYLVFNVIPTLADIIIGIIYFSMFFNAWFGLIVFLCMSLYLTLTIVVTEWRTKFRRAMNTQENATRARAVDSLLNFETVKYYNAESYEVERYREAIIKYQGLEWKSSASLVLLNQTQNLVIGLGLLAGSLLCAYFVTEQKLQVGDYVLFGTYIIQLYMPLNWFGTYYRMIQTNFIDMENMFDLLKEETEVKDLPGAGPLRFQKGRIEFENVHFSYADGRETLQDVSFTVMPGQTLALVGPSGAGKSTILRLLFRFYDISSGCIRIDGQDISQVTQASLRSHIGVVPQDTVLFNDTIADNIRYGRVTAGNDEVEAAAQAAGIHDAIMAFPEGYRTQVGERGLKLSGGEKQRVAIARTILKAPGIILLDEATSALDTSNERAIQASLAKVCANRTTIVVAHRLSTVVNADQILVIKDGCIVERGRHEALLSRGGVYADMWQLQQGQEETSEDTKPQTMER
m5-HT2A agonist: activates the mouse 5-HT2A serotonin receptor | activation, % at 7.6 µM | 0.66% of 360,000 active | CHO-K1 mHTR2A beta-arrestin complementation, luminescence; percent of 30 µM serotonin response | P35363;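 active = activation above a run cutoff, the mean activation of all tested compounds plus 3 SD, cut at about 14% in these data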;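 note: 0% = plate median of compound wells and 100% = 30 µM serotonin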
PDI inh: inhibitors of human protein disulfide isomerase; P07237; PDI insulin aggregation turbidity, A650, 90 min; inhibition, % at 10 µM; 0.052% of 350,000 active;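 active = mean inhibition across replicates of 30% or more, whatever share of single replicates reach that level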;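 note: absorbance from insulin aggregation driven by PDI reduction with DTT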
hiPSC survival: hiPSC single-cell survival enhancement; AID 602274; 0.044% of 360,000 active; survival enhancement, % at 20 µM; ATPlite luminescence; 100% = ROCK inhibitor wells, 0% = DMSO; in the data active = survival enhancement above about 18%;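 note: cells exposed to compounds for 16 hours before the ATP read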
Vif inh: blocks HIV Vif function; HEK293T cells, Vif self-association by quenched fluorescence, imaging, 24 h; inhibition, % at 7.49 µM; 0.35% of 340,000 active; in the data active = inhibition above about 50%, passing the limit was not always enough; note: some results filed as inactive read as strong as hits
aDG glyco act: alpha-DG glycosylation activation. 0.22% of 360,000 active. Pro5-aDG cells, alpha-DG glycosylation AlphaScreen (IIH6); 0% Pro5, 100% B10-LARGE cell signal. activation, % at 10 µM;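 active = activation of at least 8% versus controls, or a plate z-score of at least 8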;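 note: Pro5 are CHO cells carrying HIG-tagged alpha-DG that lacks glycosylation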
CaV13 FRET inh: Primary screen for inhibitors of IQ motif and Ca2+-dependent inactivation inhibitor domain binding in CACNA1D, Förster resonance energy transfer in living cells, …. 0.098% of 340,000 active. inhibition, % at 12.3 µM. AID 743397. HEK cells, CFP/YFP FRET ICDI-IQ, plate reader, 10 min; percent FRET-ratio fall versus neutral wells;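 active = mean replicate inhibition of at least 30% and at least 1% of replicates passing that level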;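 note: 0% = median of the neutral control wells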
Active calls of the source: *.

`CCc1ccccc1-n1c(SCC(=O)NC)nnc1-c1cccnc1` gave Granule exo inh 9, Glyco luc inh 3, Cardio protect 1, ABCB6 inh MLPCN 101, m5-HT2A agonist 6, PDI inh 1, hiPSC survival 0.5, Vif inh 9, aDG glyco act -0.2 and CaV13 FRET inh -6.
Cc1cccc(C(=O)NCC(=O)OCc2nc(N)nc(Nc3ccccc3C)n2)c1 was read as Granule exo inh -1, Glyco luc inh 0, Cardio protect -3, ABCB6 inh MLPCN 96, m5-HT2A agonist -9, PDI inh -12, hiPSC survival 0.5, Vif inh 4, aDG glyco act -0.1 and CaV13 FRET inh -5.
For CC(C)(C)c1ccc(C(=O)OCC(=O)Nc2cccc(S(=O)(=O)NC3=NCCC3)c2)cc1 the results were Granule exo inh 9, Glyco luc inh 2, Cardio protect -10, ABCB6 inh MLPCN 98, m5-HT2A agonist -2, PDI inh 9, hiPSC survival 0.8, Vif inh 4, aDG glyco act 0.0 and CaV13 FRET inh -5.
For O=C(Cn1cnc2ccccc2c1=O)Nc1nnc(SCc2ccccc2)s1 the results were Granule exo inh 1, Glyco luc inh 0, Cardio protect 5, ABCB6 inh MLPCN 103, m5-HT2A agonist 1, PDI inh 3, hiPSC survival 3.6, Vif inh -4, aDG glyco act -0.2 and CaV13 FRET inh -7.
Screening CC(=O)c1ccc(NC(=O)COC(=O)CCC(=O)c2cccs2)cc1 returned Granule exo inh 1, Glyco luc inh 0, Cardio protect 6, ABCB6 inh MLPCN 99, m5-HT2A agonist -1, PDI inh -3, hiPSC survival -0.2, Vif inh -10, aDG glyco act -0.2 and CaV13 FRET inh -4.
For Cc1cccc(Nc2nnc(SCC(=O)NCc3cccs3)s2)c1C the results were Granule exo inh -7, Glyco luc inh -4, Cardio protect -8, ABCB6 inh MLPCN 98, m5-HT2A agonist -1, PDI inh -5, hiPSC survival -1.2, Vif inh -3, aDG glyco act -0.1 and CaV13 FRET inh -5.
CCOc1ccccc1OCCCC(=O)N(CC)CC(=O)Nc1c(F)cccc1F was read as Granule exo inh -5, Glyco luc inh -1, Cardio protect 3, ABCB6 inh MLPCN 95, m5-HT2A agonist 2, PDI inh 5, hiPSC survival 0.1, Vif inh -2, aDG glyco act -0.2 and CaV13 FRET inh -5.
`COc1cc(NS(=O)(=O)c2cccc3nsnc23)cc(OC)c1` gave Granule exo inh 1, Glyco luc inh 1, Cardio protect 28, ABCB6 inh MLPCN 97, m5-HT2A agonist 6, PDI inh 19, hiPSC survival 1.0, Vif inh 1 and aDG glyco act -0.1.
For CCOc1ccc(S(=O)(=O)N2CCN(c3ncccn3)CC2)cc1 the results were Granule exo inh 1, Glyco luc inh 0, Cardio protect -5, ABCB6 inh MLPCN 102, m5-HT2A agonist -2, PDI inh 1, hiPSC survival 2.9, Vif inh -7, aDG glyco act 0.1 and CaV13 FRET inh -7.
`O=C(OCC(=O)N1CCc2ccccc2C1)c1c(F)cccc1Cl` gave Granule exo inh -19, Glyco luc inh -7, Cardio protect -11, ABCB6 inh MLPCN 96, m5-HT2A agonist 11, PDI inh 0, hiPSC survival -0.4, Vif inh -2, aDG glyco act 0.4 and CaV13 FRET inh -2.
O=C(O)/C=C/C(=O)Nc1cccc2cccnc12 was read as Granule exo inh -1, Glyco luc inh 0, Cardio protect 4, ABCB6 inh MLPCN 97, m5-HT2A agonist 5, PDI inh 1, hiPSC survival -0.7, Vif inh -2, aDG glyco act 0.1 and CaV13 FRET inh -5.
For COCCCN(C(=O)CSCc1ccc(C)cc1)c1c(N)n(Cc2ccccc2)c(=O)[nH]c1=O the results were Granule exo inh 8, Glyco luc inh 1, Cardio protect 2, ABCB6 inh MLPCN 99, m5-HT2A agonist 8, PDI inh -6, hiPSC survival 0.1, Vif inh -9, aDG glyco act 0.0 and CaV13 FRET inh -1.
For C=CC[C@@H](CC(=O)N[C@@H](CO)Cc1ccccc1)C(=O)N[C@@H](COC(=O)[C@@H](CC=C)Cc1ccc(F)cc1)Cc1ccccc1 the results were Granule exo inh 8, Glyco luc inh -6, Cardio protect 3, ABCB6 inh MLPCN 78, m5-HT2A agonist -1, PDI inh 11, hiPSC survival -0.8, Vif inh 2, aDG glyco act 0.9 and CaV13 FRET inh -5.
Cc1cccc(OCCNc2cc(N3CCN(C)CC3)ccc2[N+](=O)[O-])c1 was read as Granule exo inh -2, Glyco luc inh 12, Cardio protect -4, ABCB6 inh MLPCN 99, m5-HT2A agonist -7, PDI inh -5, hiPSC survival 0.9, Vif inh 3, aDG glyco act 0.5 and CaV13 FRET inh -8.
For Cc1occc1C(=O)Nc1cccc(Cn2cccn2)c1 the results were Granule exo inh 1, Glyco luc inh 3, Cardio protect 5, ABCB6 inh MLPCN 101, m5-HT2A agonist 3, PDI inh 4, hiPSC survival -1.8, Vif inh 0, aDG glyco act 0.3 and CaV13 FRET inh -9.

2 records drawn at random from those above:
For CCOc1ccc(S(=O)(=O)N2CCN(c3ncccn3)CC2)cc1 the results were Granule exo inh 1, Glyco luc inh 0, Cardio protect -5, ABCB6 inh MLPCN 102, m5-HT2A agonist -2, PDI inh 1, hiPSC survival 2.9, Vif inh -7, aDG glyco act 0.1 and CaV13 FRET inh -7.
For CC(C)(C)c1ccc(C(=O)OCC(=O)Nc2cccc(S(=O)(=O)NC3=NCCC3)c2)cc1 the results were Granule exo inh 9, Glyco luc inh 2, Cardio protect -10, ABCB6 inh MLPCN 98, m5-HT2A agonist -2, PDI inh 9, hiPSC survival 0.8, Vif inh 4, aDG glyco act 0.0 and CaV13 FRET inh -5.

(further entries)
Cc1cccc(C(=O)NC(C(=O)Nc2ccc(S(=O)(=O)Nc3nccs3)cc2)C(C)C)c1 (configuration not stated) was read as Granule exo inh 6, Glyco luc inh 0, Cardio protect 4, ABCB6 inh MLPCN 101, m5-HT2A agonist 2, PDI inh -8, hiPSC survival -1.8, Vif inh 8, aDG glyco act -0.5 and CaV13 FRET inh -6.
Screening CC(=O)OCC1=C(C(=O)O)N2C(=O)C(NC(=O)c3ccc(COc4c(C)cccc4Cl)o3)C2SC1 (configuration not stated) returned Granule exo inh -3, Glyco luc inh 0, Cardio protect -3, ABCB6 inh MLPCN 97, m5-HT2A agonist 9, PDI inh 11, hiPSC survival -0.9, Vif inh 0, aDG glyco act -0.2 and CaV13 FRET inh 3.
CCCCN(C)CCNC(=O)CCn1nc(-c2ccc(C)cc2)ccc1=O was read as Granule exo inh 14, Glyco luc inh -1, Cardio protect -6, ABCB6 inh MLPCN 105, m5-HT2A agonist -7, PDI inh 0, hiPSC survival -0.5, aDG glyco act 0.0 and CaV13 FRET inh -4.
For Cc1nc(Cl)sc1C(=O)Nc1cc(F)cc(F)c1 the results were Granule exo inh 0, Glyco luc inh 0, Cardio protect -3, ABCB6 inh MLPCN 97, m5-HT2A agonist 6, PDI inh -1, hiPSC survival -0.4, Vif inh -2, aDG glyco act 0.0 and CaV13 FRET inh -2.
`COc1ccc2c(c1OC)C(=O)OC2CC(=O)c1ccc(O)c(O)c1` (configuration not stated) gave Granule exo inh -3, Glyco luc inh 3, Cardio protect 20, ABCB6 inh MLPCN 97, m5-HT2A agonist -4, PDI inh 1, hiPSC survival 0.2, aDG glyco act -0.2 and CaV13 FRET inh -4.
Screening OC[C@@H]1CN(Cc2ccccc2)C[C@H](n2cnc3c(NCc4ccco4)ncnc32)O1 returned Granule exo inh -3, Glyco luc inh -1, Cardio protect 1, ABCB6 inh MLPCN 103, m5-HT2A agonist 3, PDI inh 7, hiPSC survival 2.1, Vif inh -2, aDG glyco act 0.1 and CaV13 FRET inh -4.
`C=CCn1c(=O)c(C(=O)NCCN(CC)CC)c(O)c2ccccc21` gave Granule exo inh -11, Glyco luc inh 1, Cardio protect -1, ABCB6 inh MLPCN 189, m5-HT2A agonist -5, PDI inh 6, hiPSC survival 4.2, aDG glyco act 0.1 and CaV13 FRET inh 0.
For COc1ccc(NC2CCCN(C(=O)Cn3ccc(C)n3)C2)cc1OC (configuration not stated) the results were Granule exo inh -2, Glyco luc inh 6, Cardio protect -7, ABCB6 inh MLPCN 98, m5-HT2A agonist 15*, PDI inh -7, hiPSC survival -0.3, Vif inh -2, aDG glyco act -0.3 and CaV13 FRET inh -6.
Screening CC(C)NC(=O)NC(=O)COc1c(F)c(F)cc(F)c1F returned Granule exo inh -1, Glyco luc inh 1, Cardio protect -1, ABCB6 inh MLPCN 98, m5-HT2A agonist 2, PDI inh -27, hiPSC survival 8.3, Vif inh 1, aDG glyco act -0.2 and CaV13 FRET inh -5.
Screening O=C(O)c1cccc(S(=O)(=O)Nc2ccc([N+](=O)[O-])cc2O)c1 returned Granule exo inh -2, Glyco luc inh 4, Cardio protect 6, ABCB6 inh MLPCN 105, m5-HT2A agonist 2, PDI inh 0, hiPSC survival -0.1, Vif inh 0, aDG glyco act -0.1 and CaV13 FRET inh -4.
`NC(=O)c1nsc(C(=O)N(c2ccccc2)C(C(=O)NC2CCCC2)c2ccc3ncccc3c2)c1N` (configuration not stated) gave Granule exo inh 35, Glyco luc inh -3, Cardio protect 62*, ABCB6 inh MLPCN 98, m5-HT2A agonist -2, PDI inh -11, hiPSC survival -0.5, Vif inh 6, aDG glyco act -0.3 and CaV13 FRET inh -3.
COCCNC(=S)N/N=C(\C)c1cccc(OC)c1 was read as Granule exo inh 0, Glyco luc inh 3, Cardio protect -4, ABCB6 inh MLPCN 99, m5-HT2A agonist -3, PDI inh -3, hiPSC survival 2.2, Vif inh 4, aDG glyco act 0.1 and CaV13 FRET inh -6.
Screening COc1ccc(C)cc1NC(=O)CCCN1C(=O)C(c2ccccc2)Oc2cccnc21 (configuration not stated) returned Granule exo inh 2, Glyco luc inh -4, Cardio protect -5, ABCB6 inh MLPCN 97, m5-HT2A agonist -2, PDI inh -6, hiPSC survival -0.4, Vif inh -7, aDG glyco act 0.3 and CaV13 FRET inh -2.
Screening Fc1ccccc1Cc1noc(CN2CCN(c3ccc(Cl)cn3)CC2)n1 returned Granule exo inh 0, Glyco luc inh 2, Cardio protect -8, ABCB6 inh MLPCN 90, m5-HT2A agonist -6, PDI inh 4, hiPSC survival -0.4, Vif inh 7, aDG glyco act 0.1 and CaV13 FRET inh 2.
Cc1[nH]c2ccc(-c3n[nH]c(=S)n3-c3ccc(Br)cc3)cc2c1C was read as Granule exo inh 8, Glyco luc inh 2, Cardio protect -4, ABCB6 inh MLPCN 95, m5-HT2A agonist 6, PDI inh -4, hiPSC survival -0.1, Vif inh -3, aDG glyco act 0.7 and CaV13 FRET inh 5.
For Cc1cc(C)n(-c2nc3c(c(=O)[nH]c(=O)n3C)n2CC(C)C)n1 the results were Granule exo inh -5, Glyco luc inh -1, Cardio protect 1, ABCB6 inh MLPCN 104, m5-HT2A agonist -3, PDI inh -4, hiPSC survival -1.3, Vif inh 3 and aDG glyco act 0.0.
Screening Cc1ccc(CN(C)C(=O)C2CCC(=O)N(CC3CCCCC3)C2)o1 (configuration not stated) returned Granule exo inh 0, Glyco luc inh 2, Cardio protect -2, ABCB6 inh MLPCN 98, m5-HT2A agonist 4, PDI inh 7, hiPSC survival -0.4, aDG glyco act 0.4 and CaV13 FRET inh -6.
O=C(CSc1nnc(Cc2cccs2)n1C1CCCCC1)N1CCCc2ccccc21 was read as Granule exo inh 5, Glyco luc inh -3, Cardio protect 13, ABCB6 inh MLPCN 94, m5-HT2A agonist -8, PDI inh -7, hiPSC survival -3.0 and aDG glyco act 0.2.
Screening S=C(NN=Cc1ccc2c(c1)OCO2)NN=Cc1ccc2c(c1)OCO2 returned Granule exo inh -4, Glyco luc inh -3, Cardio protect 0, ABCB6 inh MLPCN 100, m5-HT2A agonist -8, PDI inh -4, hiPSC survival -0.4, Vif inh 0, aDG glyco act -0.2 and CaV13 FRET inh -5.

Hits appear at their usual frequency. Share with any hit: about 3.1%.
